MC4R ag barr = agonists of human melanocortin 4 receptor (MC4R) beta-arrestin | P32245 | U2OS MC4R beta-arrestin complementation, luminescence; percent of melanotan II response, DMSO zero | activation, % at 8.9 µM | actives 0.98% (n = 360,000);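 active = activation above a per-plate cutoff, the mean activation of sample wells on that plate plus 3 SD, cut at about 8% in these data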
MC4R antag cAMP = antagonists of human melanocortin 4 receptor (MC4R); P32245; MC4R-expressing cells, MTII-stimulated cAMP, LANCE TR-FRET; inhibition, % at 6.5 µM; actives 0.48% (n = 360,000);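 active = inhibition above its plate's cutoff, the mean of tested wells on that plate plus 3 SD, cut at about 29% in these data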;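 note: 0% = Melanotan II alone and 100% = Melanotan II plus saturating MCL0020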
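System: U2OS cells stably expressing human melanocortin 4 receptor (MC4R). Reagent: Melanotan II challenge after compound preincubation. Doses: 6.5 µM. Times: 30-min compound, 1-h challenge, 1-h detection, room temperature. Measured by: TR-FRET with Eu-cAMP and labeled anti-cAMP, 671 nm. Replicates: singlicate.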
H9c2 protect = protects H9c2 cardiomyocytes from peroxide injury; H2O2 injury protection, ATPLite, 2 h; protection from H2O2 cell death, % at 20 µM; actives 0.63% (n = 360,000); AID 588492;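 active = compounds giving at least 50% protection of heart cells from peroxide-induced death in the single-dose screen, raw or plate-pattern-corrected value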;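 note: 0% = DMSO wells with peroxide and 100% = DMSO wells without peroxide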
m5-HT2A agonist = activates the mouse 5-HT2A serotonin receptor; CHO-K1 mHTR2A beta-arrestin complementation, luminescence; percent of 30 µM serotonin response; activation, % at 7.6 µM; AID 624169; actives 0.66% (n = 360,000); P35363;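 active = activation above a run cutoff, the mean activation of all tested compounds plus 3 SD, cut at about 14% in these data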;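 note: 0% = plate median of compound wells and 100% = 30 µM serotonin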
Target sequence (P35363 whole entry, looked up): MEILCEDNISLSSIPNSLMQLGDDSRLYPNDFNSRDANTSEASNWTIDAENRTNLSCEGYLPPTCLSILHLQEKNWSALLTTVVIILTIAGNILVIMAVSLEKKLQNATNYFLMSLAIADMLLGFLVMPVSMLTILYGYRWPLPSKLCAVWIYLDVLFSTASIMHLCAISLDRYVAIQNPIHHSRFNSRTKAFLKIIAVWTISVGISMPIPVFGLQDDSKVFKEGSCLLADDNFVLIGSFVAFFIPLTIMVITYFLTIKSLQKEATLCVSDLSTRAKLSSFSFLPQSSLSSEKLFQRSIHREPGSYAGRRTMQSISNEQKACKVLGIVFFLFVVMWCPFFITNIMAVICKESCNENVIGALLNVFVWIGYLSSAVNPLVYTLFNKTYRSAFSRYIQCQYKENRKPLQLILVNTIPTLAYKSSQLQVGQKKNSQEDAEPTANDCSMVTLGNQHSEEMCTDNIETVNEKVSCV
ABHD5-PLIN5 inh = inhibitors of human ABHD5-perilipin-5 interaction | Q00G26+Q8WTS1 | Split G. princeps luciferase complementation, luminescence, 4 h | inhibition, % at 4 µM | actives 0.78% (n = 360,000) | AID 602281;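 active = inhibition above the mean inhibition across every tested compound plus 3 SD, cut at about 22% in these data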;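 note: 0% = DMSO only wells and the 100% control is not disclosed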
NOD2-RIPK2 inh = inhibitors of human NOD2-RIPK2 interaction. AID 624267. CHO BLA complementation NOD2-RIPK2, CCF4 ratio. actives 0.38% (n = 360,000). O43353. inhibition, % at 4.98 µM; in the data active = inhibition above about 21%;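 note: 0% = vehicle only and 100% = reference blocker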
Target sequence (O43353 whole entry, looked up): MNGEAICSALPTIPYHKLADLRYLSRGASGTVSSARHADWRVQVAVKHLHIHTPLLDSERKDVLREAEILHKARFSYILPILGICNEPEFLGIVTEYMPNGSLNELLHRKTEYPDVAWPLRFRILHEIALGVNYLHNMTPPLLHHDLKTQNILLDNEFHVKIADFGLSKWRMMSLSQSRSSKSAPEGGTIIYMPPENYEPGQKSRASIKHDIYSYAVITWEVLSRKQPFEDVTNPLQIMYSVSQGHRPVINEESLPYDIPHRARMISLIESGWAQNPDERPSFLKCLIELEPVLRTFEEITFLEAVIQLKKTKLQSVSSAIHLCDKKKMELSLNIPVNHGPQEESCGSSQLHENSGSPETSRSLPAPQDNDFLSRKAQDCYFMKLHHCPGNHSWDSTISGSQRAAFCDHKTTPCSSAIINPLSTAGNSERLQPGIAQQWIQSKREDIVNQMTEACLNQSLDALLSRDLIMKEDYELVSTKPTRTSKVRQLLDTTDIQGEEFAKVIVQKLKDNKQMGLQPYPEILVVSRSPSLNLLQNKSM
N-glyco inh = N-linked glycosylation inhibition; D54 ERlucT glycosylation luciferase reporter, 24 h; percent of 100 nM tunicamycin response; reporter increase, % at 12.5 µM; actives 0.23% (n = 360,000); AID 588692;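 active = mean luciferase reporter signal, scaled so untreated is 0 and the glycosylation-blocking control 100, at or above a set limit in every replicate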;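 note: luciferase carries N-glycosylation sites so blocking glycosylation raises the light; 0% = median of neutral control wells and 100% = median of 100 nM tunicamycin wells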
TLR9-MyD88 inh = blocks human TLR9 binding to MyD88 | CHO BLA complementation TLR9-MyD88, CCF4 FRET ratio | inhibition, % at 4.98 µM | actives 0.21% (n = 340,000);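 active = inhibition above the mean over all tested compounds plus 3 SD, cut at about 21% in these data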;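 note: 0% = DMSO only wells and 100% = clavulanate BLA inhibitor control wells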
ABCB6 inh MLPCN = human ABCB6 transporter inhibition; K562-ABCB6 porphyrin accumulation, flow cytometry, 1 h; active compounds read low; fluorescence ratio to DMSO, % at 10 µM; actives 0.19% (n = 360,000); AID 602162;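 active = fluorescence ratio to DMSO below 75%, the collection mean minus 3 SD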;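 note: signal is porphyrin accumulated inside mitochondria; 100% equals median channel fluorescence of DMSO control wells; lower ratio means ABCB6 inhibition with less porphyrin fluorescence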
NCOA2 inhibitor = human SRC2 (NCOA2) inhibition | Q15596 | HEK293 GAL4-SRC2 luciferase reporter, luminescence | inhibition, % at 9 µM | actives 0.17% (n = 370,000) | AID 651957;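 active = inhibition above the mean inhibition of all tested compounds plus 3 SD, set per campaign, cut at about 52% in these data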;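 note: 0% = DMSO treated cells and 100% = cells given Gossypol at 36 µM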
Numbers without * were called inactive; . = no result given. An excerpt (hit frequency here may not be typical).

Compound,NOD2-RIPK2 inh,ABCB6 inh MLPCN,ABHD5-PLIN5 inh,N-glyco inh,TLR9-MyD88 inh,H9c2 protect,MC4R ag barr,m5-HT2A agonist,MC4R antag cAMP,NCOA2 inhibitor
CN(C)c1oc(COc2ccc(F)cc2)nc1C#N,-6,99,1,5,-9,4,-0.1,2,16,-17
CC(=O)Nc1cncc(-c2cnn(CC(C)C)c2)n1,-13,95,8,2,.,4,2.7,6,0,-11
Cc1c(OC(C)C(=O)NCc2ccccn2)ccc2c3c(c(=O)oc12)CCC3 (stereo not given),-13,98,-2,1,-8,-8,-2.5,6,-1,17
Cc1ccc(C(C(=O)NCc2ccccc2)N(C(=O)c2csnn2)C2CC2)cc1 (stereo not given),6,91,1,-2,-1,5,1.0,19*,10,-15
O=C(COC(=O)c1cc(S(=O)(=O)N2CCCC2)ccc1O)Nc1ccc(F)cc1F,-10,105,-7,3,4,-11,-3.0,5,8,10
O=C(CNC(=O)c1ccc2c(c1)S(=O)(=O)N=C1CCCCCN12)Nc1ccc(F)c(F)c1,-4,102,4,0,9,2,-2.1,-2,25,15
Cc1nc(-c2cccc(NC(=O)c3cccs3)c2)cs1,-13,98,2,1,-5,-6,1.4,-4,-2,-54
O=C(NCCCn1cccn1)c1cc(COc2ccc(F)cc2Cl)on1,8,106,5,-1,1,0,-0.6,0,-6,-16
CC(C)CC(c1nnnn1Cc1ccccc1)N1CCN(C(=O)c2ccco2)CC1 (stereo not given),-5,96,2,0,-10,-1,-0.4,-2,-1,6
Clc1ccc(-c2nc3c4ccccc4ccn3c2Cc2ccccc2)cc1,-9,110,-3,-4,-1,-14,1.6,-1,11,-25
C[C@@H]1CN([C@@H](C)CO)C(=O)CCCn2nncc2CO[C@H]1CN(C)Cc1ccccc1,10,102,2,1,-8,3,-1.3,4,3,-35
CCc1nnc2n1N=C(c1ccc(Br)cc1)CS2,10,97,-12,3,-1,0,-0.7,-10,-2,4
Cn1c(C2CCCCC2)nc2ccccc21,-7,114,16,-1,-4,-4,0.7,2,-2,17
CCOC(=O)NN1C(=O)c2ccccc2NC1c1ccc(OC)cc1 (stereo not given),-11,102,4,-1,7,11,-0.8,1,8,15
CCOC(=O)Cc1ccc(NC(=O)c2ccccc2Br)cc1,-3,96,2,0,5,-1,-1.3,4,12,-11
Cc1ccc(Cn2c(=O)c3ccccc3n3c(CCC(=O)NCCN4CCOCC4)nnc23)cc1,-5,102,4,1,6,19,1.3,-3,1,.
CCN(CC)Cc1c(C(=O)N/N=C/c2cccc3ccccc23)nnn1-c1nonc1N,-6,100,-1,3,-10,8,1.6,-11,8,-22
COCCN(Cc1ccccc1)C(=O)Cc1ccc(S(=O)(=O)N2CCOCC2)s1,0,88,-7,-2,6,6,-2.5,5,5,-42
CC1OC(COCc2ccccc2)Cc2[nH][nH]c(=O)c21 (stereo not given),-2,99,1,.,.,.,.,3,.,-26
Cc1c(C=O)c(=O)n(-c2ccccc2)n1C,-3,96,0,1,4,6,-0.9,-2,18,-7
CCOc1ccc(NC(=O)Cn2sc3nc(C)cc(C)c3c2=O)cc1,27*,107,64*,1,6,-30,2.7,0,2,.
CC(C)c1nc(CNC(=O)C2CCC(=O)N(CCc3ccc(Cl)cc3)C2)no1 (stereo not given),-8,88,-1,0,8,4,-0.8,-5,8,9
C=CCNC(=O)COC(=O)c1cc(S(=O)(=O)N2CCCCC2)ccc1Cl,0,98,-1,1,0,2,0.2,-3,7,1
O=C(CCS(=O)(=O)c1ccc2c(c1)NC(=O)CO2)NCc1ccccc1,-12,98,-7,2,-4,0,-3.3,3,-3,7
CCc1c(C)c2ccc(OCC(=O)N(C)C)c(C)c2oc1=O,-6,100,5,3,1,6,-1.1,2,9,-22
CN1c2ccccc2C(=O)NC1c1ccc([N+](=O)[O-])s1 (stereo not given),1,95,3,-2,-5,3,-1.4,-1,12,14
CSc1cc(C)n(-c2ccccc2C)c(=S)c1C(C)=O,-5,95,-1,0,3,3,-1.7,-2,2,-30
O=[N+]([O-])c1cc(/C=N/O)ccc1SCc1ccccc1,-3,93,3,-6,0,0,5.8,-2,5,-53
CCOC(=O)c1sc2nc(C)cc(C)c2c1N,-7,94,-6,0,-1,2,-0.7,-2,-2,-30
Cc1nc(-c2cccc(NC(=O)c3ccc(Br)o3)c2)cs1,-13,103,-5,1,-6,3,-1.8,2,11,-19
CCCN(C)C1CN(Cc2cn(Cc3ccccc3)nn2)S(=O)(=O)C1 (stereo not given),-4,97,-1,.,.,.,.,-3,.,14
CCCOc1ccc(S(=O)(=O)NCCN2CCOCC2)c2ccccc12,-5,106,3,-1,-10,-19,-2.0,-11,-4,-38
Clc1cccc(OCCN2CCOCC2)c1,-2,97,-2,1,-8,5,0.3,6,-3,-1
Cc1cc(C)nc(N/N=C/c2ccncc2)n1,-8,101,-7,1,-4,-1,-1.1,-1,-3,-29
Cc1ccc(OCC(=O)Nc2cccc(S(=O)(=O)N3CCCCC3)c2)c([N+](=O)[O-])n1,-3,97,3,0,4,-9,-1.4,0,-4,-2
O=C(Nc1ccccc1)N1CCC(O)(c2cccc(C(F)(F)F)c2)CC1,10,100,-7,3,-8,6,1.5,4,-1,16
CCN1C(=O)CC(C(=O)OC)=C1C,9,98,-1,1,1,3,-4.9,4,2,26
O=C(CCNS(=O)(=O)c1cccc(C(F)(F)F)c1)NC1CC1,-4,100,4,0,-5,14,-1.2,1,-1,9
CCCNC(=O)c1cc(S(=O)(=O)N2CCc3ccccc32)ccc1F,3,102,14,1,2,-4,1.5,-3,7,19
Cc1ccsc1C(=O)OCC(=O)NCc1ccccc1,7,96,3,-1,-1,-7,1.6,0,2,-58
O=C1CC(NCc2ccccc2)C(=O)N1c1ccc(F)cc1 (stereo not given),-5,99,2,1,.,1,-2.9,6,19,-3
Cc1oc2ccc(NS(=O)(=O)c3ccc(C(C)(C)C)cc3)cc2c1C(=O)Nc1ccccc1,3,95,-10,-8,-1,-28,0.7,2,9,11
COC(=O)/C(=C/c1ccc(F)cc1)NC(C)=O,-12,98,2,3,2,12,-0.2,4,-1,7
COC(C)(C)[C@H](O)COc1c2ccoc2cc2oc(=O)ccc12,-14,103,-5,5,7,8,-1.5,6,7,-4
O=C(/C=C/c1cccc([N+](=O)[O-])c1)NCc1cccnc1,-7,112,-2,0,-6,-5,-1.4,-5,1,-18

Shown field by field: part of the list above
COC(C)(C)[C@H](O)COc1c2ccoc2cc2oc(=O)ccc12
  NOD2-RIPK2 inh = -14
  ABCB6 inh MLPCN = 103
  ABHD5-PLIN5 inh = -5
  N-glyco inh = 5
  TLR9-MyD88 inh = 7
  H9c2 protect = 8
  MC4R ag barr = -1.5
  m5-HT2A agonist = 6
  MC4R antag cAMP = 7
  NCOA2 inhibitor = -4
O=C(/C=C/c1cccc([N+](=O)[O-])c1)NCc1cccnc1
  NOD2-RIPK2 inh = -7
  ABCB6 inh MLPCN = 112
  ABHD5-PLIN5 inh = -2
  N-glyco inh = 0
  TLR9-MyD88 inh = -6
  H9c2 protect = -5
  MC4R ag barr = -1.4
  m5-HT2A agonist = -5
  MC4R antag cAMP = 1
  NCOA2 inhibitor = -18

New compounds follow.
Compound,NOD2-RIPK2 inh,ABCB6 inh MLPCN,ABHD5-PLIN5 inh,N-glyco inh,TLR9-MyD88 inh,H9c2 protect,MC4R ag barr,m5-HT2A agonist,MC4R antag cAMP,NCOA2 inhibitor
CCCC(=O)N1CCC1(C)C(=O)Nc1ccc(OC(F)F)cc1 (stereo not given),-3,104,-8,-2,.,-4,-0.1,2,6,14
Oc1ccc(N2CCN(c3nnnn3-c3ccccc3)CC2)cc1,-9,99,-5,-2,-11,6,-1.7,-3,5,-2
CCOc1ccc(S(=O)(=O)N2CCCC2)cc1,-2,94,-5,0,5,-2,-4.0,-2,-4,-22
CN(CCc1ccccn1)C(=O)c1ccc(OC(F)(F)F)cc1,1,100,6,0,0,1,2.2,3,22,-30
CN(Cc1cccc(Cl)c1Cl)C(=O)c1cccc(S(=O)(=O)N2CCN(Cc3ccccc3)CC2)c1,-4,90,-2,-9,1,-16,-4.6,-5,6,11
CCCN1CCc2c(sc(NC(=O)c3ccc(S(=O)(=O)N4CCN(C(=O)OCC)CC4)cc3)c2C(N)=O)C1,-6,122,1,-3,-11,-3,-3.5,-3,-6,-7
COC(=O)c1ccc(-c2noc(CN(C)Cc3ccncc3C)n2)cc1,-5,104,2,2,7,5,2.8,9,-1,13
Cc1ccc(S(=O)(=O)NCCSc2nncn2C)cc1,-4,99,2,7,-15,6,0.7,4,9,15
CC1Sc2ccc(S(=O)(=O)NCCc3ccccc3)cc2NC1=O (stereo not given),-2,102,0,1,1,-7,-2.7,9,-2,0
CCCCCSc1nnc(C)c(=O)[nH]1,2,97,3,-1,-3,-1,-0.3,5,4,.
CCOC(=O)C1CCCN(Cc2ccc(OC)c(OCc3ccccc3)c2)C1 (stereo not given),-16,93,-2,-1,1,11,-2.3,6,-2,-29
CCc1sc(N(C(=O)Cc2ccccc2)c2ccccc2)nc1-c1ccccc1,7,108,4,-3,2,0,-2.9,-1,16,1
CC(C)NC(=O)CSc1nc(Cc2ccccc2)nc2ccccc12,10,102,8,-5,5,0,0.0,-3,-2,11
COc1ccc(C2C(C(=O)N3CCN(C)CC3)c3cc(OC)c(OC)cc3C(=O)N2C)cc1 (stereo not given),-6,97,-2,3,-9,7,-2.7,-3,26,11
O=C(COc1cccc2ccccc12)NNC(=O)Nc1ccccc1,-7,101,-4,3,-1,8,-3.0,1,-6,-3
CCCOc1ccc(-c2c(C(=O)N/N=C/c3ccc(C)o3)nnn2-c2nonc2N)cc1,9,98,0,4,3,0,-0.4,-6,6,3
O=C1C(Cl)=C(N2CCCCC2)C(=O)N1Cc1ccccc1,-2,99,-4,-2,12,-9,-1.5,-2,19,-13
CN(C)C(=O)CCc1ccc2c3c([nH]c2c1)[C@]1(C)[C@@H](C(=O)N2CCOCC2)C[C@H](CC(=O)NCCN2CCOCC2)C(=O)N1CC3,6,103,-4,1,-1,3,-2.9,-3,9,15
Cc1cccc(OCCNC(=O)c2cc(-n3cnnc3)ccc2Cl)c1,5,104,-2,-1,-3,10,2.5,-3,10,-1
CCc1ccc2[nH]c(=O)c(C(c3nnnn3CCOC)N3CCN(c4ccccc4)CC3)cc2c1 (stereo not given),-10,95,-6,-1,2,22,-0.7,0,-7,-37
Cn1ncc2c(Sc3ccc(Cl)cc3)ncnc21,-7,101,5,0,-10,-1,-1.3,1,2,-4
S=C(Nc1nc2c(s1)CCCC2)NC1CC1,4,100,-9,0,0,-8,-3.5,6,8,-58
O=C(N/N=C/c1ccc(Br)s1)c1ccc([N+](=O)[O-])cc1,-13,98,-1,1,-2,13,-1.3,-3,12,7
CC1CC(C)CN(C(=O)C2CCN(C(=O)Nc3ccccc3)CC2)C1 (stereo not given),1,101,-13,3,-1,-2,-0.8,-3,7,-23
COc1ccccc1C(=O)Nc1ccnn1C1CCN(CCC(C)c2ccc(C)o2)CC1 (stereo not given),3,98,-6,-3,3,4,0.0,-7,-3,3

Source: PubChem BioAssay
